Assay outcomes from PubChem.
Coupling enz – coupling enzyme interference in Giardia aldolase counter-screen; coupling enzyme system counterscreen, AmpLite Red fluorescence; activity change, negative = inhibition, % at 58.2 µM, hits read low; 290,000 tested, 0.67% active; in the data active means activity change below about -30%
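Final compound at 57.5 uM, incubated 10 min at RT with coupling enzyme reagent (glyceraldehyde-3-phosphate), then 20 min with substrate and AmpLite Red detection. Fluorescence read at 525/598 nm; tests interference with the coupling assay, not aldolase inhibition.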
B2AR arrestin – beta2AR (human) beta-arrestin recruitment activity; 330,000 tested, 0.02% active; Potency, µM (highest dose often 46.1 µM), inactives show top-dose activation, hits mostly activators; beta-arrestin recruitment to beta2AR, cell-based reporter; AID 492947;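 further: potency means the concentration at half of the fitted maximal effect; 0% = DMSO controls and full agonism = EC100 isoproterenol or metaproterenol; nearly all actives have a fitted effect of over 65% in size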
BCR signal inh – chronic active BCR signaling inhibition | ABC-DLBCL IkBa-CBG/CBR reporter, luminescence ratio, 4 h | Potency, µM (doses to about 46.1 µM), without a hit: top-dose ratio change, negative = lower green/red ratio, hits mostly inhibitors | 340,000 tested, 0.05% active | AID 493014; active means well fitted inhibition curve with a large enough effect in the signal ratio, with a control signal flat, not every such curve was filed as active; inconclusive means small, poorly fitted or top-dose-only effect, or effect the other way, or a change in a side signal; the % refers to the signal ratio;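 further: potency means the concentration at half of the fitted maximal effect; plate controls were basal doxycycline-induced cells for no effect and cells given 10 µM MG132 for full effect; MG132 reads +100%, hits lower the ratio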
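TMD8 human ABC-DLBCL cells with doxycycline-inducible IκBα–green luciferase fusion and unfused red luciferase, in 0.5% FBS medium; compounds up to 46 uM, 4 h at 37C. Green/red luminescence ratio, filter-overlap corrected, fitted to concentration-response curves.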
PKM2 activator – increases activity of human pyruvate kinase M2; P14618; purified PKM2, Kinase-Glo ATP luminescence, activation; response scale: 0% is enzyme alone, no compound; Potency, µM (highest dose often 57.5 µM), inactives show top-dose activation, most hits filed as activators; 260,000 tested, 0.34% active; AID 1631; further: potency means the concentration at half of the fitted maximal effect; nearly all actives have a fitted effect of over 55% in size
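ATP formation by purified human PK-M2, quantified via coupled luciferase luminescence after 1 h at room temperature with 0.1 mM ADP and 0.5 mM PEP final.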
KCNH2 3.1 block – KCNH2 3.1 (human) potassium channel inhibition; U2OS KCNH2 3.1, thallium flux FluxOr; active compounds read low; activity change, % (tested at about 1.8 µM); 340,000 tested, 0.95% active; AID 720553;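 active means maximum activity change below -70%; inconclusive means maximum activity change from -70% to -50%; inactive means maximum activity change above -50%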;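 further: thallium influx rate constant from kinetic fluorescence after stimulation buffer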
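U2OS cells transduced with KCNH2 3.1 mutant virus (1.77 x 10^8 /mL, 4 h), plated overnight at 37 C, loaded 45 min with FluxOr dye plus Red40 quencher. Thallium flux rate constant from kinetic reads after stimulation buffer, normalised to controls.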
uPA generation – blocks generation of uPA at the cell surface; cell surface uPA generation assay, qHTS; Potency, µM (highest dose often 38.3 µM), inactives show top-dose activity change, negative = inhibition, actives largely listed as inhibitors; 330,000 tested, 0.31% active; AID 540303; active means well fitted inhibition curve with a large enough effect; inconclusive means small, poorly fitted or top-dose-only effect; inactive means no such curve, though single readings can be large or run the other way; tested in mouse RAW 264.7 cells; further: potency means the concentration at half of the fitted maximal effect; nearly all actives have a fitted effect of over 55% in size
hERG WT inh – inhibitors of human wildtype KCNH2 potassium channel; Q12809; U2OS, BacMam KCNH2, thallium flux FluxOr; active compounds read low; activity change, % at 1.84 µM; 340,000 tested, 0.37% active; AID 720551;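 active means maximum activity change below -70%; inconclusive means maximum activity change between -70% and -50%; inactive means maximum activity change above -50%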
Target sequence (Q12809 whole entry, looked up): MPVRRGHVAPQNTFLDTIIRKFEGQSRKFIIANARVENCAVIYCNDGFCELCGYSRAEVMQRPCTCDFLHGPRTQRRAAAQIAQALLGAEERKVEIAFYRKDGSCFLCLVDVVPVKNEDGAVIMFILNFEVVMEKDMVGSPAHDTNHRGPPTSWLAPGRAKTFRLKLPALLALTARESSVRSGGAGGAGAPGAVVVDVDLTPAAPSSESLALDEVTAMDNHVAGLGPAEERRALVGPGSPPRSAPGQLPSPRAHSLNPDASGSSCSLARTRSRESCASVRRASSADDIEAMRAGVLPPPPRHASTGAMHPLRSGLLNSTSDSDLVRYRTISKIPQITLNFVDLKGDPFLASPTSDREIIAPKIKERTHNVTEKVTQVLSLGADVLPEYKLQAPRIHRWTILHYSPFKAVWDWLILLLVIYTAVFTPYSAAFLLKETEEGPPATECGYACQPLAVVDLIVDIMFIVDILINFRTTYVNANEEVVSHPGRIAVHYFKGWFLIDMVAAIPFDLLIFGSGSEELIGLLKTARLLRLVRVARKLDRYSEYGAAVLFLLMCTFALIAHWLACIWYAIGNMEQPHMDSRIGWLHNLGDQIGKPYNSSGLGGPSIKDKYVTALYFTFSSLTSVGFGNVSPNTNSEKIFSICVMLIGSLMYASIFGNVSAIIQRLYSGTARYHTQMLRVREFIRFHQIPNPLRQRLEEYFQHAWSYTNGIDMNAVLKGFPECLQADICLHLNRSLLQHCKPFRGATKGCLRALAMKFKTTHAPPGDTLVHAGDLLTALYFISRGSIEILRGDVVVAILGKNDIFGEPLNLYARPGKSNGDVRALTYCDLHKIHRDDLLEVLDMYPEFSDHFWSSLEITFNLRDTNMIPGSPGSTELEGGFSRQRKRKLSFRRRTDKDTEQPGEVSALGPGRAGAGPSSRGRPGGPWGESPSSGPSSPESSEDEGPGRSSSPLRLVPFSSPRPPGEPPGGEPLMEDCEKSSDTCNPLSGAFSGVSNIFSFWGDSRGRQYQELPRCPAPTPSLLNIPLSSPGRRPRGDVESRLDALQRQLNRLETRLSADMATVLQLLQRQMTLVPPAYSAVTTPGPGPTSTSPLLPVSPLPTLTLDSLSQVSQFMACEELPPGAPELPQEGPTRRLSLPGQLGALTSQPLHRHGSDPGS
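U2OS cells transduced with wild-type KCNH2 virus are loaded with FluxOr dye for 45 min, and thallium flux is measured in kinetic reads before and after stimulation buffer. Rate constants are normalized to DMSO controls.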
Eya2 phos inh – inhibitors of human Eya2 phosphatase activity. recombinant Eya2, OMFP fluorescence dephosphorylation (OMFP is methylfluorescein phosphate). Potency, µM (doses to about 76.9 µM), for the others: at the top dose activity, negative = inhibition, hits mostly inhibitors. AID 488837. 330,000 tested, 0.006% active; further: potency means the concentration at half of the fitted maximal effect
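Eya2 protein (added as 0.2 uM solution) was preincubated with compound for 10 min at ambient temperature in 50 mM HEPES pH 7.5, 50 mM NaCl, 5 uM MgCl2, 0.05% BSA, 1 mM DTT. OMFP (added at 50 uM) then reacted 10 min; fluorescence read at 485/525 nm.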
GALK inh – blocks human galactokinase activity; P51570; Purified GALK, Kinase-Glo residual ATP luminescence; Potency, µM (titrated, usually from 57.5 µM), without a hit: at the top dose activity change, negative = inhibition, actives largely listed as inhibitors; 270,000 tested, 0.007% active; AID 1868; further: potency means the concentration at half of the fitted maximal effect
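Human GALK (5 nM) with 35 uM ATP and 100 uM galactose in 20 mM HEPES pH 8.0, 5 mM MgCl2, 60 mM NaCl, 1 mM DTT, 0.01% BSA. After 1 h at room temperature, leftover ATP was read by Kinase-Glo Plus luminescence.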
Giardia killer – Giardia lamblia killing; Giardia lamblia trophozoite viability; activity change, % at 7.66 µM, hits read low; 340,000 tested, 0.15% active; in the data active means activity change below about -80%; inconclusive means between about -30% and that limit;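 further: parasites exposed to compound for two days anaerobically before the ATP read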
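Trophozoite viability was measured as ATP-dependent luminescence, read 15-30 min after reagent addition. Before that, parasites at 100 cells/well were exposed to compounds for 48 h, anaerobically, at 37 deg C.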
USP2a block – blocks human ubiquitin-specific protease USP2a | USP2 core, Ub-CHOP2 coupled fluorogenic reporter, 485/531 | Potency, µM (titrated, usually from 38.3 µM), for inactives: at the top dose activity change, negative = inhibition, hits mostly inhibitors | O75604 | 330,000 tested, 0.01% active;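 further: potency means the concentration at half of the fitted maximal effect; plate controls were DMSO wells for no effect and full inhibition by NEM control for full effect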
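Cell-free coupled assay: 10nM USP2 core preincubated 30min RT with compound in Tris-HCl pH 8.0/CaCl2/CHAPS buffer, then 25nM Ub-CHOP2 and 25nM reporter substrate; fluorescence (Ex 485/Em 531) read after 60min RT, normalized to NEM inhibition, concentration-response curves fitted.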
Starred values were filed as active, the others as inactive; ? = inconclusive; nt = no result given; [ ] = remark or other dose. Unless noted, the call rests on the fitted dose curve; in most records, active means well fitted curve in the direction sought with a large enough effect; inconclusive means small, poorly fitted or top-dose-only effect, or another doubt; inactive means no such curve, though single readings can be large; an effect the other way counts as inactive or inconclusive. Unless noted, on the % scale 0 is the no-effect control and ±100 the full control effect.

SMILES	Coupling enz	B2AR arrestin	BCR signal inh	PKM2 activator	KCNH2 3.1 block	uPA generation	hERG WT inh	Eya2 phos inh	GALK inh	Giardia killer	USP2a block
CCOC(=O)C1CCCN(Cc2cccc(Oc3ccccc3)c2)C1 (configuration not stated)	-7	-0.7%	5%	1%	-17	2%	-5	6%	-1%	-2	1%
O=C(Nc1ccc(Br)cc1F)C1CCN(c2nnc(-n3cccc3)s2)CC1	4	0.1%	11%	1%	-4	-6%	-10	-39%	1%	-18	0%
CCCc1sc(N)nc1-c1ccc(C)cc1	0	-2.9%	0%	0%	-2	7%	-1	-7%	nt	-15	1%
COc1ccc(OC)c(N/C=C/C(=C(C#N)C#N)N(C)C)c1	1	0.1%	?	2%	4	-2%	4	7%	1%	5	2%
Nc1ccc(C(=O)N/N=C/c2sc(N3CCOCC3)nc2-c2ccccc2)cc1	0	-1.2%	?	4%	8	6%	-4	-3%	5%	-8	-1%
O=C(Nc1ccc(OC(F)(F)F)cc1)N1CCN(c2ccnc3cc(Cl)ccc23)CC1	-1	0.4%	?	-1%	-11	?	-2	-20%	nt	0	0%
N#CC1=C(SCC(=O)NC2CC2)NC(=O)C(C#N)C12CCCCC2 (configuration not stated)	3	-1.4%	4%	0%	5	13%	-13	23%	1%	0	-1%
CCOC(=O)c1c(NC(=O)c2cccc(N3C(=O)CCC3=O)c2)sc2c1CCN(CC)C2	nt	-0.4%	0%	4%	4	-9%	3	-5%	-2%	10	-1%
CCC(=O)n1nc(-c2ccc(Cl)cc2)nc1NCc1ccccc1	2	-0.1%	?	5%	-16	-9%	-7	-12%	0%	0	1%
CCc1cccc(C)c1NC(=O)COC(=O)C1CCN(S(=O)(=O)c2ccccc2)CC1	nt	-0.8%	-1%	nt	0	11%	8	-6%	nt	-12	2%
COc1cc(CN2CCN(S(=O)(=O)c3ccc(F)cc3)CC2)cc(OC)c1OC	0	0.3%	?	11%	-5	-9%	-2	-6%[15.4 µM]	4%	-15	1%
O=C(Nc1ncccn1)c1cc(-c2cccc(Br)c2)nc2ccccc12	-1	-0.2%	8%	6%	-14	-9%	24	4%	1%	?	5%
COc1ccc2c(c1)CCc1c(C(=O)NCCCn3ccnc3)noc1-2	-8	-0.7%	1%	-1%	-3	nt	11	18%	0%	7	2%
COc1ccc([N+](=O)[O-])cc1NS(=O)(=O)c1ccc(Cl)c(C(=O)Nc2sc3c(c2C#N)CCCCC3)c1	3	-0.1%	4%	-3%	nt	nt	nt	14%	7%	nt	2%
CCOC(=O)Nc1nc(-c2ccc(Cl)cc2Cl)cs1	0	1.5%	?	0%	-27	0%	-5	-7%	0%	4	-2%
O=C(COC(=O)CCCc1c[nH]c2ccccc12)Nc1ccc2c(c1)OCO2	1	0.3%	0%	8%	-3	-2%	-8	18%[15.4 µM]	3%	-6	0%
CCOc1cc(NC(=O)c2ccco2)c(OCC)cc1NC(=O)Cc1cccc(OC)c1	-12	0.2%	?	6%	12	17%	-1	-26%	-3%	10	2%
CN(CC(=O)Nc1ccc(Cl)cc1F)C1CCS(=O)(=O)C1 (configuration not stated)	nt	0.3%	6%	nt	9	-20%	-2	-2%	nt	-8	1%
Cc1cccc2c1NC(=O)C2(O)N1CCCC(C)C1 (configuration not stated)	6	-0.6%	0%	-5%	-1	4%	25	-5%	-3%	-1	2%
Nc1c2c(nc3ccn(Cc4ccccc4)c(=O)c13)CCC2	2	0.3%	3%	14µM*	17	-1%	1	7%[15.4 µM]	1%	-12	1%
CCOC(=O)c1c(C)[nH]c(C)c1C(=O)COC(=O)c1ccccc1O	-6	-0.5%	-18%	1%	-15	3%	-1	-6%	3%	4	1%
CCOC(=O)c1cnn(CCOC(=O)c2cccc(F)c2)c1NC(=O)c1cccc(F)c1	0	-0.4%	4%	5%	-8	4%	4	1%	nt	0	2%
CC1(C)CC(=O)C2=C(C1)N(c1ccc(F)cc1)C(=O)C2(O)C(F)(F)F (configuration not stated)	17	3.2%	-3%	6%	-120*	4%	7	-3%	-2%	12	1%
O=C(NC(=S)NNC(=O)c1ccccc1O)c1cccc([N+](=O)[O-])c1	1	-1.1%	?	nt	5	4%	-4	2%	5%	6	1%
COCCN(CCOC)S(=O)(=O)NC[C@H]1O[C@@H](n2cnc3c(N)ncnc32)[C@H](O)[C@@H]1O	nt	-1.1%	0%	nt	1	25%	2	-3%	nt	-3	1%

Next section:
SMILES	Coupling enz	B2AR arrestin	BCR signal inh	PKM2 activator	KCNH2 3.1 block	uPA generation	hERG WT inh	Eya2 phos inh	GALK inh	Giardia killer	USP2a block
COC(=O)c1ccccc1NC(=O)c1ccnn1C	0	-0.6%	1%	-1%	-5	-6%	8	-6%	-2%	8	1%
COc1cccc(CNC(=O)CCC2CCCN(Cc3ccc(OC(F)F)cc3)C2)c1 (configuration not stated)	5	0.2%	-5%	2%	-94*	0%	-23	0%	1%	11	0%
COc1ccc(-c2nnn(CC(=O)N3CCOCC3)n2)cc1	0	0.1%	1%	-3%	-7	4%	-24	7%	1%	-11	?
Cc1cccc(C=Nc2ccccc2C(N)=O)c1	-2	-0.3%	?	-1%	2	nt	2	26%	0%	-24	3%
CC(=O)c1c(C)n(-c2cccc(Cl)c2)c2ccc(O)cc12	5	-0.1%	-9%	nt	-4	-1%	4	-29%	1%	11	4%
COc1ccc(CNC(=O)C2CC(=O)N(C3CCCC3)C2)cc1 (configuration not stated)	nt	-0.6%	?	2%	6	4%	6	3%	3%	14	0%
O=C(Nc1ccccc1N1CCN(C(=O)c2ccccc2)CC1)c1ccc([N+](=O)[O-])o1	1	0.2%	-2%	1%	-17	-11%	5	10%	-2%	-86*	1%
CC(C)CCOc1ccc(C(=O)N2CCN(c3ncccn3)CC2)cc1	1	0.1%	?	nt	28	1%	4	-10%	3%	-8	-2%
C=C(C)CSc1nnc2n(C)c(=O)c3c4c(sc3n12)CCC4	5	0.0%	?	1%	1	1%	-15	-2%	-2%	7	0%
CCCc1c(C(=O)N/N=C/c2ccc(OC)c(OCc3ccccc3)c2)nnn1-c1nonc1N	-1	-0.1%	12%	nt	-33	2%	2	17%	-1%	-17	1%
Nc1nc2nccc(-c3ccc(Cl)cc3)n2n1	3	-0.9%	-7%	-19%	-7	-11%	-7	-14%	1%	3	-1%

Some of these compounds in order of number of heavy atoms, smallest number first.
SMILES	Coupling enz	B2AR arrestin	BCR signal inh	PKM2 activator	KCNH2 3.1 block	uPA generation	hERG WT inh	Eya2 phos inh	GALK inh	Giardia killer	USP2a block
Nc1nc2nccc(-c3ccc(Cl)cc3)n2n1	3	-0.9%	-7%	-19%	-7	-11%	-7	-14%	1%	3	-1%
Cc1cccc(C=Nc2ccccc2C(N)=O)c1	-2	-0.3%	?	-1%	2	nt	2	26%	0%	-24	3%
COC(=O)c1ccccc1NC(=O)c1ccnn1C	0	-0.6%	1%	-1%	-5	-6%	8	-6%	-2%	8	1%
CC(=O)c1c(C)n(-c2cccc(Cl)c2)c2ccc(O)cc12	5	-0.1%	-9%	nt	-4	-1%	4	-29%	1%	11	4%
C=C(C)CSc1nnc2n(C)c(=O)c3c4c(sc3n12)CCC4	5	0.0%	?	1%	1	1%	-15	-2%	-2%	7	0%
COc1ccc(CNC(=O)C2CC(=O)N(C3CCCC3)C2)cc1 (configuration not stated)	nt	-0.6%	?	2%	6	4%	6	3%	3%	14	0%
CC(C)CCOc1ccc(C(=O)N2CCN(c3ncccn3)CC2)cc1	1	0.1%	?	nt	28	1%	4	-10%	3%	-8	-2%
COCCN(CCOC)S(=O)(=O)NC[C@H]1O[C@@H](n2cnc3c(N)ncnc32)[C@H](O)[C@@H]1O	nt	-1.1%	0%	nt	1	25%	2	-3%	nt	-3	1%
CCCc1c(C(=O)N/N=C/c2ccc(OC)c(OCc3ccccc3)c2)nnn1-c1nonc1N	-1	-0.1%	12%	nt	-33	2%	2	17%	-1%	-17	1%
